NPSR antag = antagonists of human neuropeptide S receptor cAMP signaling | Q6W5P4 | actives 1% (n = 220,000) | Potency, µM (highest dose often 38.3 µM), without a hit: at the top dose activity change, negative = inhibition, most hits filed as inhibitors | CHO-NPSR cells, cAMP TR-FRET, antagonist mode | AID 1461; note: potency is the fitted concentration of half-maximal effect; % is set by controls: 0 for no effect and ±100 for the full control effect; nearly all actives have a fitted effect of over 50% in size; many of its hits are not listed in these tables
Target sequence (Q6W5P4 whole entry, looked up): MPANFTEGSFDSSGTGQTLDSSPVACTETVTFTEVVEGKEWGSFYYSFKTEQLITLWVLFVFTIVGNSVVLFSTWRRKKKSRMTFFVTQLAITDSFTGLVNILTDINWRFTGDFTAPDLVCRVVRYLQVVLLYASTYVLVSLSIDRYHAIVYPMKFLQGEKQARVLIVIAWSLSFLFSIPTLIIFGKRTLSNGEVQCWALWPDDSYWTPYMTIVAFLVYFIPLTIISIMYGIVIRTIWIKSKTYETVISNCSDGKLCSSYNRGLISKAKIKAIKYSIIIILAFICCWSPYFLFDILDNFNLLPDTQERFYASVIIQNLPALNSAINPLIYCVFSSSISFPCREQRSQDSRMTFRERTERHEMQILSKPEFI
HttQ103 aggreg = inhibitors of mutant huntingtin aggregate formation in PC12 cells; actives 1.1% (n = 220,000); Potency, µM (highest dose often 46.1 µM), without a hit: at the highest dose activity change, negative = inhibition, actives largely listed as inhibitors; PC12 HttQ103-GFP aggregates, Acumen cytometry, 40 h; note: potency is the fitted concentration of half-maximal effect; % is set by controls: 0 for no effect and ±100 for the full control effect; nearly all actives have a fitted effect of over 60% in size
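Steps: seed 1500 PC12 HTTQ103-GFP cells/well; add tebufenozide, 100 nM final; add compound titration; add ATPLite reagent; quantify GFP aggregates by laser scanning cytometry.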
Lamin A splicing = LMNA splicing modulation. actives 0.01% (n = 200,000). HeLa LMNA splicing GFP/RFP minigene ratio, 48 h. AID 1487. Potency, µM (doses to about 46.1 µM), without a hit: at the highest dose ratio change, negative = inhibition, hits mostly inhibitors; active = well fitted inhibition curve with a large enough effect in the signal ratio, with a control signal flat, not every such curve was filed as active; inconclusive = small, poorly fitted or top-dose-only effect, or effect the other way, or a change in a side signal; the % refers to the signal ratio; note: potency is the fitted concentration of half-maximal effect; % is set by controls: 0 for no effect and ±100 for the full control effect
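Read-out is the ratio of GFP to DsRed2 object intensity, acquired by 488 nm laser-scanning cytometry on HeLa lamin A-EGFP minigene reporter cells. Compound incubation 48 hrs at 37 °C in Opti-MEM with 2% FBS; DMSO 0.5% final.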
CBFb RUNX1 block = blocks binding between human CBF-beta and RUNX1 | Potency, µM (top dose mostly 59.8 µM), for the others: at the top dose activity, negative = inhibition, hits mostly inhibitors | AlphaScreen CBFb-His/RUNX1-biotin binding, biochemical | 230,000 tested, under 10 active | Q01196+Q13951 | AID 1477; note: % of control where 0% means no effect
Target sequence (Q01196 whole entry, looked up): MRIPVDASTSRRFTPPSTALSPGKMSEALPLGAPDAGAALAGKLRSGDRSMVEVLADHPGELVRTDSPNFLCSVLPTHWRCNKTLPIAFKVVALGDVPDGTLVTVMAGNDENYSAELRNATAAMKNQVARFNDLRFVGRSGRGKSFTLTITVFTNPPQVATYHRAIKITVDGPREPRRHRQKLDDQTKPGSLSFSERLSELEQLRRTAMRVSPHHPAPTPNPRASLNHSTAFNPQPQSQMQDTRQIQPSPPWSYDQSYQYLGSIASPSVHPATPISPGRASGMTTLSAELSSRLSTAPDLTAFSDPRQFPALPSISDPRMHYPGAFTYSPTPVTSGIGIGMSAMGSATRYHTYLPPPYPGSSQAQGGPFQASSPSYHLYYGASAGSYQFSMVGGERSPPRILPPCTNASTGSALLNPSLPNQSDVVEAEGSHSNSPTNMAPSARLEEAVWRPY
Target sequence (Q13951 whole entry, looked up): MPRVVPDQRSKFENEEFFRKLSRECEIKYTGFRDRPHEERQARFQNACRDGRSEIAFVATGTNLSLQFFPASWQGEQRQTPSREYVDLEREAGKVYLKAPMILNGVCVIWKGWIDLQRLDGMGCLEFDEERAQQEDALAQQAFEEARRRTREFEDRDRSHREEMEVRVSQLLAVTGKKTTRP
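Inhibition was taken as any reduction in AlphaScreen signal from the CBF-beta–RUNX1 pair (His and biotin tags, 30 nM each), measured after compound (15 min) and bead (90 min) incubations at room temperature.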
IMPase Li cell = IMPase inhibition in cells with lithium potentiation | CHO-M1 cells, IP1 TR-FRET (IP-One), carbachol + lithium | AID 1457 | actives 0.35% (n = 210,000) | Potency, µM (highest dose often 59.4 µM), without a hit: top-dose activity, negative = IMPase inhibition, hits mostly inhibitors;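 note: IP1 builds up when IMPase is blocked and the TR-FRET signal falls; potency is the fitted concentration of half-maximal effect; plate controls were basal vehicle for no effect and high inhibitor control for full effect; nearly all actives have a fitted effect of over 50% in size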
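CHO cells stably expressing M1 receptor (2000/well, cultured 16–30 h) treated 30 min at 37C with compound plus low lithium. Cytosolic IP1 by TR-FRET (665/620 ratio and 620 channel) after 10 min lysis; AC50 by Hill fit.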
Luc counter = blocks Kinase-Glo luciferase, a counter-screen artifact; Q27757; Kinase-Glo luciferase, ATP luminescence, 8 min; Potency, µM (doses to about 38.3 µM), for inactives: at the highest dose activity change, negative = inhibition, hits mostly inhibitors; actives 0.28% (n = 200,000); AID 1379; note: potency is the fitted concentration of half-maximal effect; % is set by controls: 0 for no effect and ±100 for the full control effect; nearly all actives have a fitted effect of over 60% in size
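Substrate mix (final 50 mM imidazole pH 7.2, 50 mM KCl, 7 mM MgCl2, 10 uM ATP, 0.01% Tween 20, 0.05% BSA) plus pin-tool compound, then Kinase-Glo detection mix; 8 min ambient, luminescence read.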
Epigenetic reg = derepresses silenced GFP reporter in murine cells; AID 1865; actives 0.2% (n = 280,000); Potency, µM (top dose mostly 53.9 µM), inactives show at the highest dose GFP activation, hits mostly activators; murine LDR cells, GFP reporter derepression, 30 h; note: potency is the fitted concentration of half-maximal effect; % of control where 0% means no effect; nearly all actives have a fitted effect of over 60% in size
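Reporter derepression read as number of fluorescent GFP-positive objects, 20-120 um in size, counted by laser-scanning cytometer. Mouse LDR line with an epigenetically silenced CMV-GFP locus; compound incubation 30 h, 37 C.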
* = called active by the depositor; ? = inconclusive; / = no result given; [ ] = dose if it differs, or a comment. Unless noted, calls come from the whole dose curve; as a rule, active = well fitted curve in the direction sought with a large enough effect; inconclusive = small, poorly fitted or top-dose-only effect, or another doubt; inactive = no such curve, though single readings can be large; an effect the other way counts as inactive or inconclusive. Not all compounds are listed. The share of hits here may be higher or lower than overall.

Below each compound – NPSR antag	HttQ103 aggreg	Lamin A splicing	CBFb RUNX1 block	IMPase Li cell	Luc counter	Epigenetic reg
CC(=O)Nc1nc2ccccc2n1CCOc1ccccc1
→ -9%[46.1 µM]	-20%	-7%	3%	23%[38.3 µM]	1%	-2.1%
O=c1[nH]c2ccc(NS(=O)(=O)c3ccc(Cl)cc3)cc2[nH]1
→ -17%	8%	-8%[46 µM]	5%	3%	2%	-1.5%
Nc1ccc(Nc2ccncc2[N+](=O)[O-])cc1
→ -8%[46.1 µM]	-23%	1%	-5%	33%[activator][38.3 µM]	-5%	-7.6%
Cn1c(=O)c2c(nc(NCc3ccco3)n2Cc2ccc(Cl)cc2Cl)n(C)c1=O
→ -17%[46.1 µM]	?	17%	-12%	/	/	?
Cc1[nH]nc2nc(SCC(=O)NCC3CCCO3)n(-c3ccc(Br)cc3)c(=N)c12 (configuration not stated)
→ -18%[46.1 µM]	-9%	-19%	-3%	5%[38.3 µM]	-2%	-1.1%
O=[N+]([O-])c1cccc(P(=O)(O)c2cccc([N+](=O)[O-])c2)c1
→ 10%	-6%[9.22 µM]	/	13%	/	/	1.7%
CCCN1C(=O)/C(=C/c2cc(C)n(C)c2C)SC1=Nc1ccc(OCC)cc1
→ -5%[46.1 µM]	8%	0%	-9%	11%[38.3 µM]	-1%	-0.7%
CCNC(=O)c1ccccc1-c1nc(-c2ccccc2)no1
→ 5%	2%[9.22 µM]	/	5%	/	/	-1.1%
c1ccc(CCNc2ccnc3cc4ccccc4cc23)cc1
→ -59%	?	?	0%	25%	3%	0.0%
O=C(NCCN1C(=O)S/C(=C\c2ccc(Cl)c(Cl)c2)C1=O)C1COc2ccccc2O1 (configuration not stated)
→ 4%	?	?	-2%	14%	2%	-0.9%
NC(N)=NC(N)=Nc1ccc2ccccc2c1
→ 17%	-4%[9.22 µM]	7%[46 µM]	-6%	4%	-1%	10%
CC1=NN(C(=O)c2c(Br)c(C)nn2C)C(O)(C(F)(F)F)C1 (configuration not stated)
→ 14%	1%	-11%	-3%	7%	1%	1.1%
COc1ccc(C2c3c(-c4ccccc4O)n[nH]c3C(=O)N2Cc2ccco2)cc1OC (configuration not stated)
→ -17%	-17%[9.22 µM]	/	-17%	/	/	-2.8%
Cn1c(SCC(=O)c2ccc(F)cc2)nnc1-c1ccccn1
→ -8%	-19%[9.22 µM]	/	4%	/	/	3.8%
CC1CCN(C(=O)c2cc(-c3ccccc3O)on2)CC1
→ -12%[46.1 µM]	-18%	-13%	2%	15%[38.3 µM]	3%	0.0%
CN(C)S(=O)(=O)Oc1ccsc1C(=O)Nc1ccc(Cl)c(Cl)c1
→ ?	?	-7%	?	20%[38.3 µM]	-2%	5.2%
O=C(c1ccc2c3n(nc2c1)-c1ccc(Cl)cc1CO3)N1CCOCC1
→ 6%	-2%[9.22 µM]	/	4%	/	/	-1.9%
CCn1c2ccccc2c2cc(NC(=O)CSc3nnc(-c4cccc(C)c4)o3)ccc21
→ -11%[46.1 µM]	0%[9.22 µM]	?	-1%	-13%[38.3 µM]	4%	-2.7%
Cc1cc(=O)[nH]c(N2CCc3ccccc3C2)n1
→ -10%[46.1 µM]	2%	10%	4%	24%[38.3 µM]	17%	-1.0%
Oc1ccccc1N1CCN(c2ncccn2)CC1
→ -3%[46.1 µM]	?	-10%	0%	17%[38.3 µM]	-1%	0.0%
O=C(c1cnn2c(C(F)F)cc(-c3ccccc3)nc12)N1CCCCC1c1cccnc1 (configuration not stated)
→ -60%	16%[9.22 µM]	/	8%	/	/	9.5%
O=C(Nc1ccc(N2CCCCC2)cc1)c1ccccc1
→ -10%[46.1 µM]	-14%	-10%	-1%	2%	?	-0.9%
O=C1Nc2cc(Cl)c(Cl)cc2N(O)N1c1ccc(Cl)c(Cl)c1
→ -8%[46.1 µM]	6%	-10%	-3%	-9%[38.3 µM]	-4%	0.0%
COC(=O)[C@@H]1C[C@@]2(O)[C@@H](O)[C@@H](O)[C@@H](O)C[C@H]2N1CC1CC1
→ /	/	/	3%	-2%	-3%	6.7%
C/C=N\NC(=O)COc1cc(C)ccc1C
→ 4%	/	16%[46 µM]	3%	2%	0%	2.1%
CCCCC1CCCC12NC(=O)NC2=O (configuration not stated)
→ -24%	0%[9.22 µM]	/	-2%	/	/	0.0%
NNC(=O)c1[nH]c2ccc(Br)cc2c1-c1ccccc1
→ 21%	-41%[9.22 µM]	/	-3%	/	/	1.1%
CCOC(=O)c1ccc(N/C=C/C(=O)C(C)(C)C)cc1
→ -21%	-2%[9.22 µM]	/	7%	22%	-1%	-10%
CCOC(=O)C1(CC2CC2)CCN(Cc2cn[nH]c2-c2ccccc2)CC1
→ -10%	11%[9.22 µM]	?	3%	16%	-1%	-0.1%
COc1ccc(OC)c(NC(=O)C23CC4CC(C2)CC(n2cnc(Br)n2)(C4)C3)c1
→ -15%[46.1 µM]	-7%	?	-4%	18%[38.3 µM]	-1%	2.9%
CC1CCCCN1C(=O)c1ccc(COc2ccc([N+](=O)[O-])cc2)o1 (configuration not stated)
→ -15%	-5%	?	9%	14%	2%	0.9%
C[C@@H](C[N+](C)(C)C)OC(N)=O
→ /	/	?	1%[21.7 µM]	-6%	-1%[17.1 µM]	-0.3%[16.9 µM]
O=C(/C=C/c1ccc(F)cc1)c1ccc(N2CCOCC2)cc1
→ 11%	-1%[9.22 µM]	/	16%	/	/	5.3%
O=C(c1ccc2c(c1)OCO2)N(Cc1ccco1)C1(C(=O)NC2CCCCC2)CCCCC1
→ ?	-20%	6%	-7%	-2%[38.3 µM]	1%	-4.7%
CCC(C)N(CCNC(=O)CC1Oc2ccccc2NC1=O)C1CCCCC1 (configuration not stated)
→ 0%[46.1 µM]	-15%	-11%	2%	27%[38.3 µM]	4%	2.3%
O=C(c1cc(COc2c(F)cccc2F)on1)N1CCc2ccccc2C1
→ -30%	-2%[9.22 µM]	?	10%	14%	-1%	1.1%
COc1ccc(NC(=O)Nc2ccccc2C(N)=O)cc1
→ 4%	11%[9.22 µM]	/	8%	-2%	8.9µM*	-3.3%
CN(C(=O)CC1C(=O)NCCN1CC(c1ccccc1)c1ccccc1)C(C1CC1)C1CC1 (configuration not stated)
→ -15%	-4%[9.22 µM]	/	1%	/	/	0.0%
CCc1cc(=O)n2c([nH]c3ccccc32)c1C#N
→ -2%[46.1 µM]	?	-8%	-1%	5%[38.3 µM]	5%	3.9%
CCc1nc2ccccc2c(C(=O)OCC(=O)C(C)(C)C)c1C
→ -28%	-7%	/	17%	3%	-4%	6.7%
O=C(NC(=S)NCCN1CCOCC1)c1ccc(F)cc1
→ 13%	14%	10%	8%	0%	1%	-1.8%
CCOC(=O)c1ccc(NC(=O)CC2OCCN(CC)C2=O)cc1 (configuration not stated)
→ ?	-6%	-12%	-2%	21%[38.3 µM]	-1%	1.1%
CC(=O)NS(=O)(=O)c1ccc(NC(=O)c2cc(-c3ccc(C)cc3)nc3ccccc23)cc1
→ -8%	-16%	-8%	3%	-1%	3%	-1.0%
CCCN1CCC(NC(=O)Nc2cccc3ccccc23)CC1
→ 14%	-3%[9.22 µM]	/	-2%	/	/	0.1%
Nc1ccc(Sc2nnnn2-c2ccccc2)c(Cl)c1
→ ?	1%	-10%	2%	26%[38.3 µM]	3%	0.0%
CCc1nc(N2CCCC2C(=O)O)c2oc3ccccc3c2n1 (configuration not stated)
→ -9%[46.1 µM]	3%	?	1%	-3%[38.3 µM]	2%	-3.6%
CCS(=O)c1ccccc1C(=O)O (configuration not stated)
→ 8%[46.1 µM]	5%	-3%	-14%	-8%[38.3 µM]	2%	-0.7%
O=C(NCCc1ccccc1)C1CCN(S(=O)(=O)c2cccc3nsnc23)CC1
→ 6%[46.1 µM]	7%	-1%	5%	0%	-1%	0.9%
COc1cc(/C=C\C(=O)NCc2ccc3[nH]c(C)cc3c2)cc(OC)c1OC
→ -16%	?	?	-12%	8%	-1%	0.0%
O=C(Cc1cccc2ccccc12)Nc1cccnc1
→ 5%	-22%	/	-1%	2%	-4%	0.1%

Looked up by structure from the list above:
Below each compound – NPSR antag	HttQ103 aggreg	Lamin A splicing	CBFb RUNX1 block	IMPase Li cell	Luc counter	Epigenetic reg
CCS(=O)c1ccccc1C(=O)O (configuration not stated)
→ 8%[46.1 µM]	5%	-3%	-14%	-8%[38.3 µM]	2%	-0.7%
O=c1[nH]c2ccc(NS(=O)(=O)c3ccc(Cl)cc3)cc2[nH]1
→ -17%	8%	-8%[46 µM]	5%	3%	2%	-1.5%

Further records
Below each compound – NPSR antag	HttQ103 aggreg	Lamin A splicing	CBFb RUNX1 block	IMPase Li cell	Luc counter	Epigenetic reg
Cc1nc2ccccc2nc(C)c1=NOCc1cccc(Cl)c1
→ 44%	15%[9.22 µM]	/	7%	5%	/	-1.2%
O=C(O)CSc1ccccc1C(=O)O
→ -8%[46.1 µM]	-8%	6%	1%	-4%	-3%[7.66 µM]	-4.6%
COc1cccc(CNC(=O)CC2Sc3ccccc3NC2=O)c1 (configuration not stated)
→ 12%	-10%	/	5%	6%	1%	-2.3%
Cc1ccc(C(=O)c2cc([N+](=O)[O-])ccc2N2CCOCC2)c(C)c1
→ 3%[46.1 µM]	?	?	-14%	-3%[38.3 µM]	1%	0.0%
COc1ccccc1N1CCN(CCN(C(=O)c2ccc(F)cc2)c2ccccn2)CC1
→ -11%[46.1 µM]	/	-29%	14%	4%	-2%	-1.2%
COC(=O)c1cccc(S(=O)(=O)N(Cc2ccco2)Cc2cc3cc(OC)ccc3[nH]c2=O)c1
→ ?	?	7%	-6%	28%[38.3 µM]	0%	-2.9%
CCCN(CCC)S(=O)(=O)c1ccc(C(=O)NNc2nc(-c3ccccc3)c3cc(Br)ccc3n2)cc1
→ -6%	-1%	?	-4%	6%	1%	-0.1%
NS(=O)(=O)c1ccc(NC(=S)NC2CCCCCC2)cc1
→ -9%	18%	-2%	0%	2%	-1%	1.1%
Cc1ccc(N2C(=O)C3C(C2=O)N2C(c4cccs4)C4C(=O)N(c5ccc(C)cc5)C(=O)C4N2C3c2cccs2)cc1 (configuration not stated)
→ 3%	12%	-7%	-10%	-4%	1%	-1.0%
C=CC1=C2C=C(C3CC3)N(C3CCCCC3)C=C2C(=O)C(C)(OC(=O)c2ccco2)C1=O (configuration not stated)
→ /	/	-18%[9.22 µM]	-2%[13.1 µM]	0%	-6%[7.66 µM]	/
COc1cccc(CC(=O)Nc2nc(-c3cc(OC)ccc3OC)cs2)c1
→ -30%	-1%	/	2%	18%	0%	-1.4%

Screens: PubChem, National Center for Advancing Translational Sciences (NCATS)
